Screening data as filed in PubChem.
T cell modulator = modulators of CD8 T cell-vesicle binding, primary screen, mouse 2C CD8+ T cells, flow cytometry; calls only at 7 µM; AID 2052, 2009; 2C CD8+ T cell-vesicle binding; hits give low values; 330,000 tested, 0.068% active;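 active = response, share of CD8 T cells binding vesicles, and their 90th percentile fluorescence all below set limits, cut at about 80% in these data, passing the limit was not always enough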
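Assay system: 2C TCR transgenic mouse naive CD8+ T cells, MACS-purified | Read-out: CD8+ gate FL2 mean fluorescence as % of same-row positive control | Signal: High-throughput flow cytometry with anti-B7-1 and anti-CD8 staining | Timing: Binding step 1.5 h, 37 °C, antibody labelling 20 min, ice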
Myeloid diff 2 = induction of myeloid progenitor differentiation, primary screen, cell-based, flow cytometry, MLPCN library; ER-HoxA9 myeloid progenitors, lysozyme-GFP differentiation; calls only at 10 µM; 360,000 tested, 1% active;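 active = normalized GFP-positive differentiation at or above the plate's own cutoff, the solvent-only control mean plus 3 SD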;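 note: cells exposed to compound for four days before flow analysis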
NTR1 agonist = agonists of NTR1, primary screen, imaging, U2OS cells, beta-arrestin-GFP, high content (AID 493036). Neurotensin receptor type 1 (Homo sapiens), P30989. NTR1-U2OS beta-arrestin-GFP spot imaging, agonist mode. 330,000 tested, 0.17% active. activation, % at 20 µM;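 active = activation at or above 40% of the spot to cytoplasm intensity ratio, with at least 20 cells analyzed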;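 note: 0% = DMSO without peptide and 100% = 100 nM NTR1 peptide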
Target sequence (P30989 whole entry, looked up): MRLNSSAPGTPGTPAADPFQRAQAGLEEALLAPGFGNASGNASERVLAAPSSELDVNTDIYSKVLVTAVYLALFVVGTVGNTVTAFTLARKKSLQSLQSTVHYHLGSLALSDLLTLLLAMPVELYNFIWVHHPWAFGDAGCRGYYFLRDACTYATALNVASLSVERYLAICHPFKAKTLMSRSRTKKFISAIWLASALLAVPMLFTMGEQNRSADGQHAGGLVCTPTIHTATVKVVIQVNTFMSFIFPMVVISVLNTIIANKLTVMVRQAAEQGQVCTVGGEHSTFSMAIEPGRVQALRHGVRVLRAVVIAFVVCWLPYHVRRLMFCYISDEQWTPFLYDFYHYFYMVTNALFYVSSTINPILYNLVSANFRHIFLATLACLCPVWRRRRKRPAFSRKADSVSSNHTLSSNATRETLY
T cell modulator vesicle-bound % = also measured in T cell modulator; calls as there; double positive events, %; measured here: CD8+ vesicle-bound cell fraction;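 binding gate set so that unloaded-vesicle control wells show 10% double positive cells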
NTR1 agonist cell count 20 µM = second read-out of NTR1 agonist, no call of its own (marks repeat the call); cell count; measured here: cell count, cytotoxicity flag
Myeloid diff 2 GFP+ MAC1+ % = recorded beside Myeloid diff 2, whose call it bears; GFP+ MAC1+ double positive, %; measured here: differentiation confirmed by MAC1 staining
Starred values were filed as active, the others as inactive; i = inactive; + = active, no number. These rows are one share of the data; count on the stated rates, not on these rows.

SMILES	T cell modulator	T cell modulator vesicle-bound %	Myeloid diff 2	Myeloid diff 2 GFP+ MAC1+ %	NTR1 agonist	NTR1 agonist cell count 20 µM
Cc1ccc(C)c(OCCC(=O)OCC(=O)Nc2ccc(C)c(S(=O)(=O)N3CCCCC3)c2)c1	i	28	i	0.6	2.1	65
CCc1ccc(C(=O)NNC(=O)C2CSC3(C)CCC(=O)N23)cc1 (stereo not drawn)	i	15	i	0.5	-1.1	80
COc1ccc(/C=C/C(=O)OCC(=O)c2ccc(S(=O)(=O)N3CCCCC3)cc2)cc1OC	i	41	i	1.2	1.6	34
O=[N+]([O-])c1ccccc1CNCCO	i	63	i	1.2	-4.0	94
O=C(CSc1nc(C(F)(F)F)cc(=O)[nH]1)Nc1nccs1	i	19	i	0.7	1.9	62
COc1ccc(C(=O)COC(=O)CN2C(=O)NC3(CC(C)CC(C)(C)C3)C2=O)c(OC)c1 (stereo not drawn)	i	20	i	0.8	5.9	71
CS(=O)(=O)N1CCCC(C(=O)Nc2ccc(F)c(F)c2)C1 (stereo not drawn)	i	9	i	0.6	-0.6	39
O=C(NCCc1ccc(F)cc1)c1ccc2nccnc2c1	i	46	i	0.2	-3.7	46
CCCCN(C(=O)c1ccc([N+](=O)[O-])s1)c1c(N)n(CCCC)c(=O)[nH]c1=O	i	38	i	1.5	0.1	42
O=C(COC(=O)c1cccnc1Cl)NC(=O)NC1CCCCC1	i	14	i	1.3	2.9	58
COC(=O)c1sc(NC(=O)c2ccc(OC)cc2OC)nc1C	i	58	i	1.9	4.0	101
CCc1ccc(C(=O)CCC(=O)Nc2ccc(OC)c(S(=O)(=O)N3CCCCC3)c2)cc1	i	17	i	1.2	-0.7	51
Cc1c[n+]([O-])cc(C)c1Oc1ccccc1	i	32	i	0.6	0.7	108
Cc1ccc(C2(C)NC(=O)N(CC(=O)N3CCN(C(=O)c4cccs4)CC3)C2=O)cc1 (stereo not drawn)	i	31	i	1.2	-0.4	57
CCc1ccc(C(=O)NNC(=O)CCc2nc3ccccc3c(=O)[nH]2)cc1	i	18	i	0.7	0.3	52
COc1cc(C(O)CO)ccc1OS(=O)(=O)O (stereo not drawn)	i	27	i	1.2	3.8	51
COCCN(C(=O)c1oc2ccccc2c1COC)c1c(N)n(CC(C)C)c(=O)[nH]c1=O	i	24	i	0.3	-0.2	72
C#CCOCCOCCOCCNc1nc(N2CCN(C(=O)[C@H]([C@@H](C)CC)n3cc(CCCCN)nn3)CC2)nc(N2CCN(C(=O)[C@H](CCCCN)n3cc(CC(C)O)nn3)CC2)n1 (stereo partly drawn)	i	5	+	6.4*	-5.3	94
CC1(c2ccc3c(c2)OCO3)NC(=O)N(CC(=O)c2ccc[nH]2)C1=O (stereo not drawn)	i	35	i	1.0	-1.5	68
Cc1noc(C)c1C(=O)NCC(=O)Nc1ccccc1Br	i	26	i	0.6	-0.7	58
CCOC(=O)c1c(C)[nH]c(C)c1C(=O)COC(=O)Cc1ccc(OC)c(OC)c1	i	48	i	1.4	0.6	56
O=C1C=C(c2cccc(Cl)c2O)C[C@@H](c2ccc(Cl)cc2)C1	i	31	i	1.4	0.9	61
CSc1ccccc1NC(=O)CN(C)C(=O)c1ccc(-n2cccn2)cc1	i	35	i	0.6	-1.1	74
CCOC(=O)[C@@H]1[C@H]2COc3ccc(Br)cc3[C@@H]2N2C(=O)N(c3cccc(F)c3)C(=O)[C@]12C	i	30	i	2.6	6.5	39
N#Cc1ccsc1NC(=O)COC(=O)CCS(=O)(=O)c1ccccc1	i	32	i	0.3	2.5	70

Entries of single compounds as entered above. Values in the order: T cell modulator	T cell modulator vesicle-bound %	Myeloid diff 2	Myeloid diff 2 GFP+ MAC1+ %	NTR1 agonist	NTR1 agonist cell count 20 µM
CCOC(=O)[C@@H]1[C@H]2COc3ccc(Br)cc3[C@@H]2N2C(=O)N(c3cccc(F)c3)C(=O)[C@]12C is listed as i	30	i	2.6	6.5	39
O=C(CSc1nc(C(F)(F)F)cc(=O)[nH]1)Nc1nccs1 is listed as i	19	i	0.7	1.9	62
C#CCOCCOCCOCCNc1nc(N2CCN(C(=O)[C@H]([C@@H](C)CC)n3cc(CCCCN)nn3)CC2)nc(N2CCN(C(=O)[C@H](CCCCN)n3cc(CC(C)O)nn3)CC2)n1 (stereo partly drawn) is listed as i	5	+	6.4*	-5.3	94
COc1ccc(C(=O)COC(=O)CN2C(=O)NC3(CC(C)CC(C)(C)C3)C2=O)c(OC)c1 (stereo not drawn) is listed as i	20	i	0.8	5.9	71
Cc1ccc(C2(C)NC(=O)N(CC(=O)N3CCN(C(=O)c4cccs4)CC3)C2=O)cc1 (stereo not drawn) is listed as i	31	i	1.2	-0.4	57

(further entries)
SMILES	T cell modulator	T cell modulator vesicle-bound %	Myeloid diff 2	Myeloid diff 2 GFP+ MAC1+ %	NTR1 agonist	NTR1 agonist cell count 20 µM
CCOc1ccc(NC(=O)CCc2c(C)noc2C)cc1OC	i	21	i	0.4	-0.9	48
O=Cc1cccnc1SCc1ccccc1	i	35	i	0.6	5.1	49
CN(CC(=O)Nc1ccccc1Br)C(=O)c1cc(S(=O)(=O)N(C)C)ccc1N1CCCC1	i	42	i	0.6	-0.1	38
O=C(COC(=O)c1cccnc1Cl)NC(=O)c1ccc(OC(F)F)cc1	i	33	i	0.7	-0.9	53
O=C(Nc1cc(Cl)ccc1F)C1=COCCO1	i	51	i	0.8	-0.4	77
CC1CCN(c2ccc(NC(=O)C3CCCN3S(=O)(=O)c3ccc(F)cc3)cc2)CC1 (stereo not drawn)	i	41	i	0.8	-0.4	47
Cc1ccc(NC(=O)c2ccc(S(=O)(=O)N3CCCC3)cc2)nc1	i	43	i	1.9	-0.2	64
COc1ccc(Cl)cc1NC(=O)CN1C(=O)NC(Cc2c[nH]c3ccccc23)C1=O (stereo not drawn)	i	33	i	0.8	2.0	63
CN(C(=O)COC(=O)c1ccc2c(c1)OCO2)c1c(N)n(Cc2ccccc2)c(=O)[nH]c1=O	i	16	i	0.7	-1.0	52
CCN(CC(=O)Nc1cc(Cl)ccc1C)C(=O)Cn1c(=O)cnc2ccccc21	i	25	i	0.8	-0.7	65
N#CCc1c(C#N)c(N)nc(N2CCOCC2)c1C#N	i	40	i	0.5	7.4	84
CC(=O)NS(=O)(=O)c1ccc(NC(=O)C(C)NS(=O)(=O)/C=C/c2ccccc2)cc1 (stereo not drawn)	i	46	i	0.8	1.3	54
CCCCN(C(=O)c1oc2ccc(OCC)cc2c1C)c1c(N)n(CC(C)C)c(=O)[nH]c1=O	i	57	i	1.6	1.2	70
COc1cc(OC)cc(-c2cc3ccc(OC)cc3cn2)c1	i	32	i	1.9	1.7	54
Cc1noc(C)c1COc1ccccc1C(=O)N(C)CC(=O)Nc1ccc(F)c(F)c1F	i	6	i	0.2	-0.9	64
COc1ccc(-c2nc(NC(=O)C3CC(=O)N(Cc4ccco4)C3)sc2C)cc1 (stereo not drawn)	i	30	i	2.9	-0.7	78
CCc1ccc(N2CC(C(=O)OCc3csc(CC(=O)Nc4ccccc4C)n3)CC2=O)cc1 (stereo not drawn)	i	22	i	1.2	1.2	79
CSCCC(NS(=O)(=O)c1ccccc1)C(=O)OCc1nc2ccsc2c(=O)[nH]1 (stereo not drawn)	i	26	i	0.9	-2.0	50
CCN=C(NCC)SC1CC(=O)N(CCc2ccccc2)C1=O (stereo not drawn)	i	31	i	0.4	0.1	38
CCOC(=O)C1=C(COC(=O)CCc2ccccc2)NC(=O)NC1C (stereo not drawn)	i	35	i	0.5	0.4	53
CCOc1cc(C(=O)Nc2cc(OC)cc(OC)c2)ccc1OCC(=O)N1CCOCC1	i	25	i	1.0	0.5	67
COc1ccc(/C=C/C(=O)OCC(=O)Nc2ccc3c(c2)OCO3)cc1	i	11	i	0.8	-2.4	66
CC(=O)N1CCc2c(sc(NC(=O)CS(=O)(=O)c3ccc(F)cc3)c2C(N)=O)C1	i	48	i	0.5	-0.3	59
Cc1ccc(NC(=O)CN2C(=O)NC3(CCCCCCC3)C2=O)cc1C	i	33	i	0.5	2.7	57
O=C(COC(=O)c1ccccc1OC(F)F)Nc1ccc(N2CCCCC2)cc1	i	37	i	1.6	1.1	65

Next part.
SMILES	T cell modulator	T cell modulator vesicle-bound %	Myeloid diff 2	Myeloid diff 2 GFP+ MAC1+ %	NTR1 agonist	NTR1 agonist cell count 20 µM
COc1ccc(NC(=O)COC(=O)c2cccn2C)cc1S(=O)(=O)N1CCCCC1	i	44	i	0.7	1.2	50
C[C@H]1CN([C@@H](C)CO)C(=O)c2cccc(NC(=O)Nc3ccc(C(F)(F)F)cc3)c2O[C@@H]1CN(C)C(=O)Nc1ccc(F)cc1	i	52	i	0.7	11	41
CCOc1ncccc1C(=O)OCC(=O)c1ccc(Br)s1	i	56	i	0.7	0.8	57
CCC1NC(C(=O)O)Cc2c1[nH]c1ccccc21 (stereo not drawn)	i	37	i	3.9	-3.4	95
O=C(CCNC(=O)c1ccc(Br)cc1)Nc1ccccc1N1CCOCC1	i	58	i	1.8	0.0	55
COc1ccccc1C(=O)NC(CCSC)C(=O)N1CCN(C(C)=O)CC1 (stereo not drawn)	i	28	i	0.4	4.3	50
CCOC(=O)/C=C/c1ccc2c(c1)S(=O)(=O)N(Cc1ccc(OC)cc1)[C@H]2CC(=O)OCC	i	44	i	1.5	0.2	93
CCCCn1c(N)c(N(CCOC)C(=O)CSc2nnc(-c3ccncc3)n2CCC)c(=O)[nH]c1=O	i	53	i	0.9	-0.1	54
O=C(NCC(=O)N1CCCCCCC1)c1ccccc1Br	i	37	i	0.9	-0.8	77
CCCCn1c(N)c(N(CCOC)C(=O)c2ccc(N3C(=O)CCC3=O)cc2)c(=O)[nH]c1=O	i	53	i	0.9	-0.4	51
COc1ccc(C(CNC(=O)c2cccc(S(=O)(=O)N3CCOCC3)c2)N2CCOCC2)cc1 (stereo not drawn)	i	32	i	0.9	2.1	54
CN1C(=O)C(=O)N(c2cccc(C(F)(F)F)c2)C1=O	i	33	i	0.1	-0.8	57
C=CC[C@@H](CC(=O)N[C@@H](CO)Cc1ccccc1)C(=O)N[C@H](COC(=O)[C@@H](CC=C)CC(=O)OC(C)(C)C)Cc1c[nH]c2ccccc12	i	12	i	0.9	13	76
CC1Cc2ccccc2N1C(=O)COC(=O)CSc1ccc(F)cc1 (stereo not drawn)	i	49	i	0.7	0.0	64
C[C@H](NC(=O)c1nc[nH]c1C(=O)N1CCN(C(=O)OC(C)(C)C)CC1)c1ccccc1	i	18	i	1.2	-0.6	54
CCN(c1ccccc1)S(=O)(=O)c1ccc(OC)c(NC(=O)CCc2nc3ccccc3c(=O)[nH]2)c1	i	57	i	0.5	-0.1	58
C[C@H]1CN([C@@H](C)CO)C(=O)c2cccc(NC(=O)Nc3ccc(C(F)(F)F)cc3)c2O[C@@H]1CN(C)Cc1ccc(Cl)c(Cl)c1	i	8	i	1.8	17	43
CN(C)C1=NC[C@H](Cc2ccccc2)N1CCCCc1ccccc1	i	48	i	1.3	-1.3	93
Cc1ccc(S(=O)(=O)N2CCN(C(=O)COC(=O)/C=C/c3ccc(F)cc3)CC2)c(C)c1	i	23	i	0.8	1.1	69
CC(C(=O)OCC(=O)NC1CCCC1)N1C(=O)c2ccccc2C1=O (stereo not drawn)	i	35	i	1.1	5.7	46
O=C(Sc1ccc(Cl)cc1)c1ccccn1	i	54	i	0.2	6.4	53
Cc1ccc(C(=O)NNC(=O)C(C)Oc2ccc3ccccc3c2)o1 (stereo not drawn)	i	57	i	1.4	0.9	65
COC(=O)[C@@]12CCCN1[C@H](c1ccc(-c3ccc(Cl)c(Cl)c3)c(OC)c1)[C@H]1C(=O)N(C)C(=O)[C@H]12	i	14	i	1.2	4.2	67
CCOC(=O)CN1C(=O)N[C@@H](c2ccco2)C(C(C)=O)=C1C	i	37	i	1.7	-5.3	104
Cc1ccc(S(=O)(=O)N2CCC(C(=O)OCC(=O)N3CCCCC3C)CC2)cc1C (stereo not drawn)	i	46	i	0.8	1.4	54
O=C(Cc1ccc(F)cc1)OCC(=O)N1CCN(S(=O)(=O)c2ccc(Cl)cc2)CC1	i	42	i	0.9	0.0	64
CNC[C@H]1Oc2c(NC(=O)C3CCCCC3)cccc2C(=O)N([C@H](C)CO)C[C@@H]1C	i	10	i	3.9	0.4	72
O=C(NC1CCCCCC1)c1c(O)nc2sccn2c1=O	i	45	i	0.7	2.2	65

A portion of the results above, as a working copy:
SMILES	T cell modulator	T cell modulator vesicle-bound %	Myeloid diff 2	Myeloid diff 2 GFP+ MAC1+ %	NTR1 agonist	NTR1 agonist cell count 20 µM
CCc1ccc(C(=O)NNC(=O)C2CSC3(C)CCC(=O)N23)cc1 (stereo not drawn)	i	15	i	0.5	-1.1	80
COc1ccc(/C=C/C(=O)OCC(=O)c2ccc(S(=O)(=O)N3CCCCC3)cc2)cc1OC	i	41	i	1.2	1.6	34
O=[N+]([O-])c1ccccc1CNCCO	i	63	i	1.2	-4.0	94
O=C(CSc1nc(C(F)(F)F)cc(=O)[nH]1)Nc1nccs1	i	19	i	0.7	1.9	62
